PAFAH2 inh – inhibitors of human PAFAH2; AID 492956; 340,000 compounds, 0.99% hits; inhibition, % at 3.39 µM; Q99487; recombinant PAFAH2, FP-rhodamine activity probe, fluorescence polarization;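 active means inhibition above the mean over all tested compounds plus 3 SD, cut at about 30% in these data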;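 further: inhibitors block probe labeling of enzyme so polarization drops; 0% = enzyme with DMSO and 100% = wells lacking PAFAH2 protein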
PAFAH1B3 FP inh – blocks human PAF acetylhydrolase 1B catalytic subunit 3. recombinant PAFAH1B3, FP-rhodamine probe, fluorescence polarization. inhibition, % at 3.39 µM. 340,000 compounds, 0.28% hits;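 active means inhibition above the screen-wide average of all tested compounds plus 3 SD, cut at about 25% in these data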;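 further: 0% = enzyme with DMSO only and 100% = wells lacking PAFAH1B3 protein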
GSTO1 counter – GSTO1 inhibition, counter-screen for RBBP9 inhibitors; AID 1974; 300,000 compounds, 1.1% hits; P78417; inhibition, % at 5.96 µM; recombinant GSTO1, activity-based probe fluorescence polarization;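 active means inhibition above the campaign mean inhibition plus 3 SD, cut at about 35% in these data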;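 further: 0% = GSTO1-1 with DMSO and 100% = wells lacking GSTO1-1 enzyme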
Target sequence (P78417 whole entry, looked up): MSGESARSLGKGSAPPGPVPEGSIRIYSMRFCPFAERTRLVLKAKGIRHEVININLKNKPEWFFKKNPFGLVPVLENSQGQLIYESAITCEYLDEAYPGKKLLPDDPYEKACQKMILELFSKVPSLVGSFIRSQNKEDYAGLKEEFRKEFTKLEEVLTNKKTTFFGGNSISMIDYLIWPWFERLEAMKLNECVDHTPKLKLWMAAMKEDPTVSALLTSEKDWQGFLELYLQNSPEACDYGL
PAFAH1B2 inh – blocks human PAF acetylhydrolase 1b catalytic subunit 2; P68402; recombinant PAFAH1B2, FP-rhodamine activity probe, fluorescence polarization; inhibition, % at 3.39 µM; 340,000 compounds, 1.2% hits; AID 492953;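 active means inhibition above the mean of all tested compounds plus 3 SD, cut at about 24% in these data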;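 further: 0% = enzyme with DMSO and 100% = wells lacking PAFAH1B2; many of its hits are not listed in these tables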
pPAFAH FP inh – pPAFAH (human) enzyme inhibition | recombinant pPAFAH, FP-rhodamine probe fluorescence polarization | AID 463082 | 330,000 compounds, 1.5% hits | Q13093 | inhibition, % at 3.39 µM;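 active means inhibition above the mean inhibition across the screen plus 3 SD, cut at about 25% in these data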;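 further: inhibitors block binding of the rhodamine activity-based probe so polarization drops; 0% = enzyme with DMSO and 100% = wells lacking pPAFAH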
Target sequence (Q13093 whole entry, looked up): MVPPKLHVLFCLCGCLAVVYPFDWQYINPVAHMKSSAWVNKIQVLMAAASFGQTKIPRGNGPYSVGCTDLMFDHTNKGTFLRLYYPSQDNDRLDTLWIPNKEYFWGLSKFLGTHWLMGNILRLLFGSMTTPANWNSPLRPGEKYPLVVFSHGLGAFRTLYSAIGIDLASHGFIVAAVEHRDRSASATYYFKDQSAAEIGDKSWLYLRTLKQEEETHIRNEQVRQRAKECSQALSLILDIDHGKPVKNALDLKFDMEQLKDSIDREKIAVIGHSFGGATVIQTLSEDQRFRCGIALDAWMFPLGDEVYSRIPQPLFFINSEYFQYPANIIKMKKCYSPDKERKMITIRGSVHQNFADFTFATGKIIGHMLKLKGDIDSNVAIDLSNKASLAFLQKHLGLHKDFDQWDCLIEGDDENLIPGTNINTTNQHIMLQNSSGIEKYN
LYPLA1 counter – LYPLA1 (human) inhibition in PME1 counter-screen | recombinant LYPLA1, FP-Rh probe fluorescence polarization | inhibition, % at 5.9 µM | 320,000 compounds, 0.16% hits | AID 2174 | O75608;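 active means inhibition above the mean of all tested compounds plus 3 SD, set per campaign, cut at about 14% in these data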;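 further: inhibitors block serine hydrolase probe labeling of LYPLA1 so polarization falls; 0% = enzyme with DMSO and 100% = wells lacking LYPLA1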
LYPLA2 inh – counter-screen for PME1 inhibitors: inhibitors of human LYPLA2. recombinant LYPLA2, FP-Rh probe fluorescence polarization. inhibition, % at 5.9 µM. O95372. 320,000 compounds, 0.38% hits. AID 2177;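 active means inhibition above the screen-wide mean plus 3 SD, limit set per campaign, cut at about 26% in these data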;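 further: 0% = LYPLA2 with DMSO and 100% = wells lacking LYPLA2 enzyme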
Target sequence (O95372 whole entry, looked up): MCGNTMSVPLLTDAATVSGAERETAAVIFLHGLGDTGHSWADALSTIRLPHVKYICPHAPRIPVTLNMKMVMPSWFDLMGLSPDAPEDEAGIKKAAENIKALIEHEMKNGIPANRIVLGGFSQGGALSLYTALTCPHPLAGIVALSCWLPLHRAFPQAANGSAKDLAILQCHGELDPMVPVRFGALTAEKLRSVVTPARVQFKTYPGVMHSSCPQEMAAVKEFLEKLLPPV
PREPL inhibitor – inhibits the human prolyl oligopeptidase-like enzyme | recombinant PREPL, fluorescence polarization activity-based probe | inhibition, % at 5.96 µM | Q4J6C6 | AID 2751 | 320,000 compounds, 0.68% hits; in the data active means inhibition above about 43%;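 further: 0% = enzyme with DMSO and 100% = wells lacking enzyme; many of its hits are not listed in these tables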
PAD4 FP inh – blocks human protein arginine deiminase 4; Q9UM07; recombinant PAD4, RCA probe fluorescence polarization; inhibition, % at 6.36 µM; 330,000 compounds, 0.41% hits; AID 485272;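 active means percent inhibition above a cutoff equal to the mean of all tested compounds plus 3 SD, cut at about 15% in these data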;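 further: 0% = PAD4 with RCA probe and DMSO and 100% = probe without PAD4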
The depositor's hits bear a star; . = no result given.

Results follow in this order: PAFAH2 inh	PAFAH1B3 FP inh	GSTO1 counter	PAFAH1B2 inh	pPAFAH FP inh	LYPLA1 counter	LYPLA2 inh	PREPL inhibitor	PAD4 FP inh
- CCN(CC)c1ccc(C(=O)N/N=C(\C)c2ccc(OC)c(OC)c2)cc1
  -12	5	-1	3	6	-6	3	11	1
- N#CCCN1CCN(S(=O)(=O)c2ccc(S(=O)(=O)N3CCCC3)cc2)CC1
  2	3	13	4	-2	-2	-5	8	3
- Cc1noc(C)c1NC(=O)Nc1ccc2c(c1)C(=O)N([C@H](C)CO)C[C@H](C)[C@@H](CN(C)C(=O)NC1CCCCC1)O2
  5	3	.	-3	-2	.	.	24	-3
- CCC(=O)N(Cc1cc2c(C)ccc(C)c2[nH]c1=O)C1CCCCC1
  5	2	-10	-1	0	1	3	10	4
- CC1CCCN(CCCNC(=O)c2ccc(NC(=O)C3=CSCCO3)cc2)C1 (centres undefined)
  1	6	1	2	1	-2	-2	5	-3
- Cc1cc(COc2ccccc2O)on1
  -1	11	3	3	2	-1	5	-6	-4
- COC(=O)c1nn(-c2ccc(OC)cc2)c(=O)cc1NN
  14	13	32	3	3	0	1	0	-11
- O=C(NCc1ccncc1)c1cc(S(=O)(=O)N2CCOCC2)c(Cl)cc1Cl
  1	6	6	4	1	0	-2	6	1
- CC(=O)N1CN(C2CCS(=O)(=O)C2)Cc2c1sc1c2CCCC1 (centres undefined)
  -2	8	0	3	3	1	0	8	1
- COc1ccc(NC(=O)C2CCN(C(=O)c3ccccc3)CC2)cc1OC
  1	0	9	6	2	2	-2	5	2
- CN(Cc1ccccc1Cl)C(=O)c1cc2ccccc2o1
  15	2	8	5	12	-4	1	-15	0
- CN(C)CCCC1(O)c2ccccc2C=Cc2ccccc21
  -4	4	6	-5	-3	1	-4	-24	2
- COc1cccc(CC2(CO)CCN(C(=O)NC3CCCCC3)CC2)c1
  0	6	-3	4	7	2	1	14	-2
- CCCC(C)NC(=O)CSCc1ccc(OC)cc1 (centres undefined)
  -2	8	-3	11	-2	-2	-1	-1	1
- CC(OC(=O)c1ccc(O)cc1)C(=O)Nc1ccc(Oc2ccccc2)cc1 (centres undefined)
  21	-6	.	0	7	.	.	-1	1
- Cc1cccc(OCCSc2ncnc3nc[nH]c23)c1
  6	-11	9	-1	2	-6	4	-1	-3
- Cc1cnnn1-c1ccc(C(=O)CCl)cc1
  2	2	26	-7	3	-1	-3	-2	-7
- CCc1cc2c(=O)c(-c3nc4ccccc4n3C)c(C)oc2c(CN2CCN(CCO)CC2)c1O
  -3	2	4	-4	6	1	0	2	1
- O=C(NC(=S)N1CCc2ccccc21)C1CCC1
  2	2	7	-1	7	2	7	8	-2
- COc1ccc(N2C(=O)C3C4C=CC(C4)C3C2=O)c(OC)c1 (centres undefined)
  -4	5	0	1	7	3	13	13	-6
- CC(C)(C)NS(=O)(=O)c1ccc(-c2csnn2)s1
  -2	6	5	7	1	0	-3	-6	-3
- CCn1ccnc1[C@@H]1C[C@H]2CN(Cc3ccccc3OC)C(=O)[C@]23CCCN13
  -2	-5	5	3	-6	0	-6	16	2
- CC(=O)c1cccc(NC(=O)c2c(C)nn(-c3ccccc3)c2Cl)c1
  -7	6	1	-3	1	0	5	9	1
- Cc1ccc(O)c(NC(=O)C2CC(c3ccc(F)cc3)=NO2)c1 (centres undefined)
  -2	-2	4	4	4	-4	2	10	1
- COc1cc([N+](=O)[O-])cc(/C=N/NC(=O)C(C)Nc2ccccc2C)c1O (centres undefined)
  4	6	-5	8	11	3	7	7	-5
- COc1ccc(-n2c(C)cc(C(=O)CCl)c2C)cc1
  11	1	97*	-1	3	1	-2	-10	2
- O=C(NCc1ccccn1)c1cc2ccccn2n1
  0	2	13	0	-4	-5	0	15	-4
- NS(=O)(=O)c1cccc(NS(=O)(=O)c2ccc(/C=C/C(=O)O)cc2)c1
  -6	-4	1	2	-1	-2	2	-2	-1
- O=C(CCNS(=O)(=O)c1ccccc1F)NCc1ccc2c(c1)OCO2
  -10	9	2	5	5	0	-1	-4	1
- COc1ccc(NC(=O)Cn2c(=O)oc3ccccc32)cc1
  -7	9	9	4	4	-1	-4	10	0

Next section.
Results follow in this order: PAFAH2 inh	PAFAH1B3 FP inh	GSTO1 counter	PAFAH1B2 inh	pPAFAH FP inh	LYPLA1 counter	LYPLA2 inh	PREPL inhibitor	PAD4 FP inh
- COc1ccc(S(=O)(=O)N(C)C[C@H]2Oc3ccc(NC(=O)Nc4ccc5c(c4)OCO5)cc3C(=O)N([C@H](C)CO)C[C@@H]2C)cc1
  -17	8	.	16	16	.	.	38	-5
- CC(C)Cc1cc(C(=O)O)c2ccccc2n1
  -5	2	-10	1	-2	-4	2	5	-5
- Cc1n[nH]c(=O)c2ccccc12
  -3	4	2	3	3	3	3	7	-5
- N#C/C(=C/c1ccc(F)cc1)S(=O)(=O)c1ccccc1
  -2	10	-9	10	6	0	-10	7	-10
- CCc1c(C)nc2ncnn2c1N1CCC(C(=O)Nc2ccccc2)CC1
  2	-3	9	0	2	-2	-3	18	0
- CN(CC(=O)Nc1ccc(Cl)cc1)C(=O)CCC1CCCC1
  -2	7	-3	3	1	-3	-6	12	-2
- Cc1ccccc1-n1c(=O)c2ccccc2n(CC(=O)NCc2ccco2)c1=O
  10	3	2	0	5	-1	-2	3	0
- O=C(NCC1CCCCC1)C1(CC2CC(c3cccc(Br)c3)=NO2)CCNCC1 (centres undefined)
  -2	2	-1	0	0	-3	-3	19	-2
- COc1cc(N)c(Cl)cc1C(=O)OCC(=O)c1cccs1
  6	4	2	5	4	-3	0	-5	-2
- Cc1ccc(S(=O)(=O)Cn2nnnc2C(c2ccccc2)N2CCN(c3ccccc3)CC2)cc1 (centres undefined)
  -14	5	3	4	-4	-2	-5	-109	1
- CCC(C)NC(=O)CSc1c2c(nc3ccccc13)CCCC2 (centres undefined)
  -2	7	-9	-3	0	2	1	0	2
- CCc1nnc(NC(=O)CCC(=O)NC2CCCC2)s1
  3	2	6	2	2	1	-4	6	-6
- CCC(C)(C)NC(=O)C(c1sccc1C)N(Cc1ccco1)C(=O)c1csnn1 (centres undefined)
  -6	-5	7	3	2	0	-9	0	-2
- CCCn1c(SCC(=O)Nc2nc(-c3ccc(OC)cc3)cs2)nc2c1c(=O)n(C)c(=O)n2C
  -11	-8	5	-3	0	-1	9	3	9
- CCN1C(=O)[C@@H]2[C@H](C1=O)[C@@H]1C[C@H]3C(=O)N(CC)C(=O)[C@H]3[C@@H]3C1=C(C(=O)N1C(=O)OC(=NCC4CC4)[C@]31C)[C@@H]2C
  1	3	16	2	4	0	5	17	-1
- O=C(c1cc2cc(F)ccc2[nH]1)N1CCN(Cc2ccc3c(c2)OCO3)CC1
  1	11	2	-2	5	3	15	8	2
- Brc1cccc(-c2nnc(-c3ccccc3)o2)c1
  3	9	-7	1	9	0	8	-2	1
- CC1Sc2ccc(C(=O)N3CCCC(C(F)(F)F)C3)cc2NC1=O (centres undefined)
  -18	2	-7	1	4	-2	0	5	0
- C=CCn1c(SC2CCOC2=O)nc2sc(CC)cc2c1=O (centres undefined)
  10	4	9	-4	27*	2	-1	-3	-2
- NS(=O)(=O)c1ccc(-c2ccc(/C=C3\SC(=S)N(C4CCS(=O)(=O)C4)C3=O)o2)cc1 (centres undefined)
  5	5	13	5	25*	-6	-10	3	-16
- Cc1cc2c(c(=O)n1Cc1ccccn1)C(c1ccc3c(c1)OCO3)C(C#N)=C(N)O2 (centres undefined)
  6	3	0	-4	3	-7	2	-11	-2
- CCOC(=O)c1cc(-c2ccc(C)cc2)n(CCC(=O)NC(C)CC)c1C (centres undefined)
  -6	4	0	2	1	0	-5	14	-7
- COc1cc(OC)c(N(C)S(=O)(=O)c2cccc(C(=O)NC3=NCCS3)c2)cc1Cl
  -1	1	-6	0	6	-3	-8	-9	0
- Cc1nn(CCS(=O)(=O)c2ccc(Cl)cc2)c(C)c1Br
  .	.	-5	.	-4	-1	-3	7	-1
- CC(C)c1ccccc1NC(=O)CCc1nc2ccccc2s1
  7	12	-2	3	8	2	-3	7	-4
- CCOC(=O)c1c(S(=O)(=O)N2CCC(C)CC2)c(C)n(C)c1C
  6	9	16	4	-3	3	3	19	0
- FC(F)(F)c1cc(Oc2ccc(Cl)cc2)ncc1-c1nnc(-c2ccc(Cl)cc2)o1
  10	5	2	4	-5	-2	-1	4	-2
- CCC/S(CC1CC1(Cl)Cl)=N\S(=O)(=O)c1ccc(C)cc1 (centres undefined)
  -2	6	-8	6	8	1	8	1	-3
- Cc1ccc(Cn2c(-n3nc(C)cc3C)nc3c2c(=O)[nH]c(=O)n3C)cc1
  -3	5	-2	2	3	-3	6	8	5
- COc1cc(NC(=O)Nc2ccc3c(c2)OCO3)cc(OC)c1OC
  2	-8	3	2	4	3	0	3	-3

Additional entries follow.
Results follow in this order: PAFAH2 inh	PAFAH1B3 FP inh	GSTO1 counter	PAFAH1B2 inh	pPAFAH FP inh	LYPLA1 counter	LYPLA2 inh	PREPL inhibitor	PAD4 FP inh
- CCc1noc(C)c1C(=O)Nc1ccc(S(=O)(=O)N2CCCC(C)C2)cc1 (centres undefined)
  -1	9	-14	4	8	-2	-1	10	-5
- NC(=S)NNc1ccnc2cc(Cl)ccc12
  2	10	13	6	2	-1	1	15	1
- O=C1c2ccc([N+](=O)[O-])cc2NC(c2ccco2)N1/N=C/c1ccco1 (centres undefined)
  4	11	-4	7	5	-4	-3	6	3
- Cc1ccc(NC(=O)C(=O)NCC2OCCc3ccccc32)cc1 (centres undefined)
  0	-2	5	5	-5	-2	-9	2	2
- C=CCn1c(=NC(=O)c2ccc(S(=O)(=O)N3CCCc4ccccc43)cc2)sc2cc(S(N)(=O)=O)ccc21
  -42	-43	-24	-24	-18	-48	-92	-20	-2
- COc1cccc(CNC(=O)Cc2c(C(=O)O)[nH]c3ccccc23)c1
  0	2	3	10	-4	-5	-8	3	-5
- CCCCCn1nc(-c2ccccc2)c2nc3ccccc3nc21
  -1	5	-3	6	3	-1	-2	-9	6
- O=C(c1ccc(N2CCCC2)c([N+](=O)[O-])c1)N1CCc2ccccc2C1
  4	0	3	2	4	0	14	4	-1
- CCOC(=O)c1cnc(SC)nc1Oc1cccc(NC(=O)c2ccc(C)cc2)c1
  2	4	1	-2	-3	-2	-3	4	-10
- COc1ccccc1NC(=O)c1csc(-n2nc(C)cc2C(F)(F)F)n1
  -4	4	12	2	0	-2	5	-9	3
- O=C1CSC(c2ccccn2)N1Cc1cn2ccccc2n1 (centres undefined)
  3	13	-3	8	3	-1	-2	0	-4
- Cc1cc(NC(=O)C2CC(=O)N(c3ccccc3Cl)C2)no1 (centres undefined)
  8	-3	6	5	7	-2	-2	-5	-9
- O=C(NCc1nnc2c(C(F)(F)F)cc(Cl)cn12)c1cccs1
  0	-3	-5	-1	-3	-1	-9	11	1
- O=C(CCc1ccccc1)N=C1SC2CS(=O)(=O)CC2N1c1cccc(F)c1 (centres undefined)
  4	16	-6	8	-3	-3	-2	18	-1
- CC(=O)Nc1nnc(SCC(=O)N2CCc3ccccc32)s1
  5	-6	1	4	1	-1	2	24	-1
- Cc1ccc(C(=O)NC2CCS(=O)(=O)C2)cc1S(=O)(=O)N1CCCCCC1 (centres undefined)
  4	2	0	6	0	-1	0	2	-2
- CS(=O)(=O)N(CCC(=O)O)Cc1ccccc1
  -3	3	0	6	1	-3	3	-5	1
- CCOC(CNC(=O)c1nnc(Cc2cc(OC)c(OC)c(OC)c2)o1)OCC
  -5	8	-1	1	7	1	3	-1	-2

Source: PubChem BioAssay

The list is partial, so the mix of outcomes need not match the whole.
